Pf apPOL inh: Pf-apPOL DNA polymerase inhibition; AID 1794808; inhibition, % at 10 µM; 210,000 tested, 0.25% active; Recombinant Pf-apPOL, molecular beacon fluorescence, 1.5 h
mHTT-CaM PPI inh: inhibitors of human mutant huntingtin-calmodulin interaction | P42858 | AlphaScreen His-mHTT/GST-CaM binding, luminescence | inhibition, % at 15 µM | 190,000 tested, 3.6% active;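 further: 0% = both proteins with DMSO and 100% = one protein alone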
Target sequence (P42858 whole entry, looked up, stated change not applied): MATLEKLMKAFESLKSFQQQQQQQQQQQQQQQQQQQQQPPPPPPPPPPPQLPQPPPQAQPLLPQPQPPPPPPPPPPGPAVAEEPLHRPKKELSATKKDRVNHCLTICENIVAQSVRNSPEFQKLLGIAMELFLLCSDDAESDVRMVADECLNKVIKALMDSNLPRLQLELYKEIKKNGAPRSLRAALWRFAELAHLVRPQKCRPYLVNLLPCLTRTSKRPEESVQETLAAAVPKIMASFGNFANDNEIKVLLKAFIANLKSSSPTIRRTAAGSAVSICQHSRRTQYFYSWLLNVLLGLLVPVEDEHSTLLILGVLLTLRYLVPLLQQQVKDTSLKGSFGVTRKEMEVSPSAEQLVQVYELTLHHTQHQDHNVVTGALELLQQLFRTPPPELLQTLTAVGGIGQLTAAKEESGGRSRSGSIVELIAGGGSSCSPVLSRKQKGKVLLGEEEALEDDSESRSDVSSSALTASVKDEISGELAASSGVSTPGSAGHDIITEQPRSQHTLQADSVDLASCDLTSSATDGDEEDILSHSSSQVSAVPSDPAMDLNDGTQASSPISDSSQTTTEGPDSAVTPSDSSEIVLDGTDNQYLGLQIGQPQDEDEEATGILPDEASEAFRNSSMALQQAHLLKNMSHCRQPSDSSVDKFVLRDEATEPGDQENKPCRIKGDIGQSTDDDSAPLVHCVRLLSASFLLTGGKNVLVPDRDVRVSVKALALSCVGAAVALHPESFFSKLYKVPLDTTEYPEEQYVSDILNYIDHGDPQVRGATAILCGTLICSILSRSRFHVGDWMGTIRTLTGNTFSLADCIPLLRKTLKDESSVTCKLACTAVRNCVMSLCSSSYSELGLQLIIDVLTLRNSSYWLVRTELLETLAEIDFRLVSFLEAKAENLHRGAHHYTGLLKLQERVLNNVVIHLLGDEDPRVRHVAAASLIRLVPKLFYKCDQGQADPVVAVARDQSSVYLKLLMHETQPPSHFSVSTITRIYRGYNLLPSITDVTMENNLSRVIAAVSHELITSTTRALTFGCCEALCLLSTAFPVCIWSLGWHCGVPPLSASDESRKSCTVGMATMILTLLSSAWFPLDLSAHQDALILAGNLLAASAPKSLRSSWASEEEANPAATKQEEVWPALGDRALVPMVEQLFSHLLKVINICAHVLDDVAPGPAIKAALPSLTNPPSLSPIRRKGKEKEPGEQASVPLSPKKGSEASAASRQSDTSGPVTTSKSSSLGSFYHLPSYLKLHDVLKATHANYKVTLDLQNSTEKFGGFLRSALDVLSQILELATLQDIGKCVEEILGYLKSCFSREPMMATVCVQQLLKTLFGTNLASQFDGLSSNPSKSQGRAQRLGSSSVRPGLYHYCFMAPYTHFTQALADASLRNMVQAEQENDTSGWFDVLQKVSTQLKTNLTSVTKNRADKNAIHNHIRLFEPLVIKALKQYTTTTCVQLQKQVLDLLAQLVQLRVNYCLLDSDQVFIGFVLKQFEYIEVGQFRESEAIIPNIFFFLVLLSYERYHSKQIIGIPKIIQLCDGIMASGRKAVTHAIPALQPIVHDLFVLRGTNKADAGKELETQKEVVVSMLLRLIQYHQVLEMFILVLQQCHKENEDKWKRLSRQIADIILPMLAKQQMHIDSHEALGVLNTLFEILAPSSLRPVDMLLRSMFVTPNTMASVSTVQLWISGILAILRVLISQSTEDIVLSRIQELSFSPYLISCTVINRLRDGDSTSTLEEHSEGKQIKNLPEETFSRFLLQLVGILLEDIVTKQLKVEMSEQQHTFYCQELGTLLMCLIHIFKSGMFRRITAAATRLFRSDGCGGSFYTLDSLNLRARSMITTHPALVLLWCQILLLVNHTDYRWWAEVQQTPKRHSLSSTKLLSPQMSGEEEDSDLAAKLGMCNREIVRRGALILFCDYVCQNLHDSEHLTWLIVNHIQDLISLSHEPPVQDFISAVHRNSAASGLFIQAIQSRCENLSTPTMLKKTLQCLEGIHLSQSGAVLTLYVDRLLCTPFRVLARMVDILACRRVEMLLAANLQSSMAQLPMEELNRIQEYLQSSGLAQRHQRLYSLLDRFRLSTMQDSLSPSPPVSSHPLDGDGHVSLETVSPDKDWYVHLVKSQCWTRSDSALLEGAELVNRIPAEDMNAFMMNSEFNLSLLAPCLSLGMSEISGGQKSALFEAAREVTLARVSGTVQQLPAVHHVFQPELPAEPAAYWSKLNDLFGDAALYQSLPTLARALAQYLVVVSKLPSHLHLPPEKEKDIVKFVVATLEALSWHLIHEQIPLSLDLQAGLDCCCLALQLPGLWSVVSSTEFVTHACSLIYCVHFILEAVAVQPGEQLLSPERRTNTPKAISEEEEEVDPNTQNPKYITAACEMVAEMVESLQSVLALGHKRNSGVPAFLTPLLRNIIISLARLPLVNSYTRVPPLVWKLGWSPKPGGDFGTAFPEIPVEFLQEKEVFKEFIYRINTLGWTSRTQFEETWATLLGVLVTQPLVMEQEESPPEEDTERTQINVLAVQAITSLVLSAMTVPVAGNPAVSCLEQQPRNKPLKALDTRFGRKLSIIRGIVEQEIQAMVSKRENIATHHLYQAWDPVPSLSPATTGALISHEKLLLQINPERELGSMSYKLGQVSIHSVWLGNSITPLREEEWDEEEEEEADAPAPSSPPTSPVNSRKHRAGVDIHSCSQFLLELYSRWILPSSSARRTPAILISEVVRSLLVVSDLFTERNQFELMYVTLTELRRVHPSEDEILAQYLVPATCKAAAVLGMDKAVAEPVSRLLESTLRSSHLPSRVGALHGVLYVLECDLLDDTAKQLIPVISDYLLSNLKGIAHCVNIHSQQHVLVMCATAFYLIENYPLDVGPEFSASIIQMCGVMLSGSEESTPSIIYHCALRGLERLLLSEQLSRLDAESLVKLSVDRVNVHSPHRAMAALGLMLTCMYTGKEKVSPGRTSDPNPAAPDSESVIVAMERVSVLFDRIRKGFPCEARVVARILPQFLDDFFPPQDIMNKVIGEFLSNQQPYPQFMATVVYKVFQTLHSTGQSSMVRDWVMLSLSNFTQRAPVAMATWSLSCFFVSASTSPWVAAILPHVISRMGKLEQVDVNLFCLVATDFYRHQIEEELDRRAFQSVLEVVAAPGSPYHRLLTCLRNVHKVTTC
* = called active by the depositor; i = inactive; . = no result given; & = joins results of further samples. No stated cut-off is given here; in the data, active means inhibition above about 50%; inactive means the rest. Outcome played no part in choosing rows; overall some 3.7% were active at least once.

Structure	Pf apPOL inh	mHTT-CaM PPI inh
COc1cccc(CNC(=O)C2(C)CCCN(S(=O)(=O)c3ccccc3Cl)C2)c1 (configuration not stated)	2.2	-4.7
Cc1cc(C)c(-c2cc(C(=O)N3CCCCC3C(=O)NC(C)C)no2)c(C)c1 (configuration not stated)	0.5	-7.6
Cc1ccc2oc(=O)c(-c3nc4ccccc4[nH]3)cc2c1	-5.5	2.0
CC1(C)Oc2ccc(NC(=O)c3ccc(Cl)c(Cl)c3)cc2O1	-8.8	5.0
Cc1ccc2c(c1)NC(c1ccc(F)cc1)C1=C(CC(c3ccccc3)CC1=O)N2 (configuration not stated)	-3.8	9.0
N#Cc1ccccc1NC(=O)Nc1ccc(Cl)cc1	-0.2	-3.9
CCn1nccc1C(=O)N1CCc2c(nc(-c3ccc(OC)cc3)[nH]c2=O)C1	0.1	-5.1
O=C(Nc1ccc2c(c1)OCCO2)c1ccc(-c2ccccn2)s1	4.0	.
COc1ccc2oc(=O)c(-c3cn4cc(C)ccc4n3)cc2c1	1.8	10.0
CCCC1c2ccc(C)n2CCN1C(=O)Nc1ccc(F)cc1F (configuration not stated)	-6.6	3.7
COc1ccc(-c2coc3cc(OCC#N)ccc3c2=O)cc1OC	5.9	11.2
COc1ccc([N+](=O)[O-])cc1NS(=O)(=O)c1c(C)cc(C)cc1C	2.2	8.3
O=C(c1cccc([N+](=O)[O-])c1)N1CCC(c2nc3ccccc3[nH]2)CC1	-9.6	-6.7
O=C(CCN1N=C(c2ccccc2)CCC1=O)NCCN1CCOCC1	-18.5	-5.0
COc1ccccc1N1CCN(CC(O)COc2ccc(C(C)=O)cc2)CC1 (configuration not stated)	-0.7	9.8
Cn1c(N2CCCC(C(=O)NCc3cccnc3)C2)cc(=O)n(C)c1=O (configuration not stated)	-2.5	-11.8
CCN(CC)CC#CCC1(O)c2ccccc2Oc2ccccc21	-0.8	-3.7
O=C(c1cccc(S(=O)(=O)N2CCc3ccccc3C2)c1)N1CCN(c2ccccc2)CC1	-4.6	24.8
O=S(=O)(O)c1ccc(Nc2ccccc2)cc1	-12.1	-3.6
COc1ccc(C2=CSC3=NCCN23)cc1[N+](=O)[O-]	0.1	9.0
CC(=C1C(=O)c2ccccc2C1=O)N1CCc2ccccc2C1	-6.9	13.0
Cc1cccc(C(C)C)c1NC(=O)c1ccc(Br)cc1	-9.4	-2.0
O=C1c2ccccc2-c2c(-c3ccccc3)sc(=O)n21	.	-5.7
CCSc1nnc(-c2ccc([N+](=O)[O-])cc2)n1-c1ccccc1	9.2	1.3
Cc1ccc(CN2C(=O)NC3(CCN(C(=O)c4ccccn4)CC3)C2=O)cc1	-5.6	-2.2
CS(=O)(=O)c1nc(-c2ccccc2)cc(C(F)(F)F)n1	-3.8	12.0
CC1=NN(C(=O)Cc2ccc([N+](=O)[O-])cc2)C(O)(c2cccnc2)C1 (configuration not stated)	-2.3	-6.0
O=C(Cc1nc(-c2ccccn2)n[nH]1)NC1CCCC1	-10.3	98.4*
Cc1ccc(-c2csc3ncnc(Nc4cccc(C(=O)O)c4)c23)cc1	-10.4	1.0
O=C(C1CCCN(c2ncccc2-c2noc(C3CCC3)n2)C1)N1CCCC1 (configuration not stated)	-1.4	8.4
Cc1sc2cc(C(=O)N3CCC(C)CC3)[nH]c2c1CN1CCOCC1	-7.0	68.7*
N#C/C(=C\c1cc([N+](=O)[O-])c(Cl)cc1Cl)c1nc2ccccc2[nH]1	2.4	25.0
CC(=O)N1CCc2sc(S(=O)(=O)NCc3c(C)cc(C)cc3C)cc2C1	-5.6	3.0
Cc1ccn(CCC(=O)O)n1	4.0	-1.8
CC(C)CC1C(=O)N(Cc2cn(Cc3ccco3)nn2)CCS(=O)(=O)N1Cc1ccc(-c2cccc(N(C)C)c2)cc1 (configuration not stated)	-4.3	67.7*
CCc1nnc(NS(=O)(=O)c2ccc(N=Cc3ccc(OC)cc3OC)cc2)s1	-3.4	2.0
Cc1cccc(NC(=O)N2CCCC(CCC(=O)NCc3ccccc3C)C2)c1 (configuration not stated)	4.0	-15.0
COc1ccc(NC(=O)c2cc(-c3ccc(Cl)c(Cl)c3)on2)cc1OC	-4.1	-2.0
CCc1cc2nn(CC#N)c(=O)n2c(C(C)C)n1	0.6	-20.4
COc1ccc(Cl)cc1NC(=O)COc1ccc(C(C)(C)C)cc1	-17.5	-69.2
Cc1ccc(C(=O)n2nc(C)c(Sc3ccccc3)c2C)cc1	-2.0	-156.0
COC(=O)c1oc2c(c1C)C(=O)CCC2	-5.2	-1.6
COc1cc2c(cc1OC)C(=NC(C)C(=O)O)NC(C)(C)C2 (configuration not stated)	-2.6	3.0
O=C1CC(Cc2ccc(Cl)cc2)C(=O)N1C1CCCCC1 (configuration not stated)	-6.2	-13.7
CC(C)(C)CC(=O)NCc1cccnc1-c1ccccc1	-5.7	-12.6
Cc1ccccc1-n1c(=O)c2c(n3cnnc13)-c1ccccc1CC21CCCCC1	8.5	42.0
CC(C)c1ccc(NC(=O)CSc2ccc(NC(=O)C3CC3)nn2)cc1	-2.0	-13.0
O=C(c1ccc(C(=O)N2CCc3ccccc32)cc1)N1CCc2ccccc21	-4.6	-4.8
O=C(NCCc1ccccc1)c1cccc(Br)c1	1.5	-13.6
CCc1ccccc1NC(=O)N1CCC(c2nc3cccnc3n2CC)C1 (configuration not stated)	-4.8	1.0
O=C1c2ccc(F)cc2C(=O)N1c1ccccc1F	-9.6	-10.0
CCC(=O)NC1CCN(c2ccccc2C(=O)N2CCc3ccccc3C2)CC1	-36.1	31.3
CCCC(=O)N1CCC(COc2ccc(C(=O)NC3CC3)cc2)CC1	-3.6	-1.7
N#CC(=Cc1ccco1)C(=O)c1cccc(C(F)(F)F)c1	-0.3	.
CC(=O)Nc1ccc(S(=O)(=O)Nc2ccc(Cl)cc2C)cc1	-1.4	1.6
CN(CC(=O)N1N=C(c2cccs2)CC1c1ccccc1Cl)C(=O)C1CCC1 (configuration not stated)	3.3	25.5
CCNC(=O)c1nc(N2CCCC2)c2c(C)scc2n1	-3.5	25.5
COc1cc(C2C(C#N)=C(N)Oc3n[nH]c(C(C)(C)C)c32)ccc1O (configuration not stated)	-6.7	-4.0
CC1C(c2ccccc2)NC(c2ccccc2)C(C)C1O (configuration not stated)	0.1	-4.0
Cc1cc([N+](=O)[O-])nn1CC(=O)NCCCN1CCOCC1	11.7	-3.0

(list continues)
Structure	Pf apPOL inh	mHTT-CaM PPI inh
COc1cccc(NC(=O)N2CCCC3(C2)Nc2ccccc2NC3=NC(C)(C)C)c1 (configuration not stated)	1.8	11.8
Cc1ccc(CNC(=O)CCCCCn2c(SCC#N)nc3ccsc3c2=O)cc1	-5.2	7.0
Cc1nc(-c2ccnc(N3CCOCC3)c2)no1	-7.7	-5.2
Cc1noc(CNC(=O)C2CCN(C(=O)c3cnn(-c4ccccc4)n3)CC2)n1	-7.1	-9.3
Cc1cccc(-c2nc(-c3ccc4c(c3)ncn4CCN3CCCC3)no2)c1	5.4	25.5
Fc1ccccc1/C=N/N1CCN(C2c3ccccc3-c3ccccc32)CC1	.	i
CCN1C(=O)NC(=O)/C(=C/c2cn(CCOc3ccccc3OC)c3ccccc23)C1=O	-2.6	-6.0
CCCn1c(=N)c(S(=O)(=O)c2ccc(Cl)cc2)cc2c(=O)n3cccc(C)c3nc21	-9.5	1.0
Clc1ccc(-c2nn3c(-c4ccc(Cl)cc4)nnc3s2)cc1	-1.7	.
CCN(Cc1ccccc1)C(=O)Cc1ccc(Cl)cc1	-5.0	-9.1
COc1ccc(S(=O)(=O)N2CCC(C(=O)Nc3ccc(Cl)cc3Cl)CC2)cc1OC	0.3	0.4
c1ccc2c(c1)CCCC2=NNC1=NCCN1	0.3	.
COCC(C)(O)CNC(=O)C1CC=CCC1 (configuration not stated)	-2.5	0.0
C=CCn1c(SC(C(=O)c2ccccc2)c2ccccc2)nnc1-c1ccccc1OC (configuration not stated)	-3.3	6.9
O=C(Cn1c2c(c(-c3ccccc3Cl)cc1=O)CCC2)NCc1ccc(Cl)cc1	-2.8	10.3
COc1ccccc1OCC(=O)NCCC(O)C(C)(C)C (configuration not stated)	-7.3	-7.8
O=C(c1ccco1)N1CCc2cc(S(=O)(=O)NC3CCCC3)ccc21	-7.0	-8.7
COc1ccc(/C=C2/N=C(c3cc([N+](=O)[O-])ccc3OC)OC2=O)c(OC)c1	-4.3	-3.0
O=C(Nc1ccc(C(F)(F)F)cc1)C(NS(=O)(=O)c1cccs1)c1ccccc1 (configuration not stated)	-1.3	84.0*
CCOC(=O)c1sc(NC(=O)c2cccc(C)c2)cc1C	2.4	-18.6
O=C(c1c(F)cccc1F)N1CCCC2(C1)NC(=O)N(Cc1ccc(Cl)cc1)C2=O (configuration not stated)	-4.1	-3.1
Cc1cccc(S(=O)(=O)N2CC3CN(S(=O)(=O)c4cnc[nH]4)CC(C2)O3)c1	-6.3	-1.8
CC1(C)Cc2c(c(N3CCOCC3)nc3sc4c(NCCCO)ncnc4c23)CO1	-11.7	5.0
O=C(c1ccc(OCC2CCCN2C(=O)c2ccco2)cc1)N1CCCC1 (configuration not stated)	9.4	-3.0
COc1ccccc1Nc1ncc2c(n1)CCN(Cc1cc(F)cc(F)c1)C2	-4.2	-11.5
O=C(Nc1ccccc1Cl)N1CCN(c2ccccc2F)CC1	-2.9	-3.3
CC(C)(C)NS(=O)(=O)c1ccc(NC(=O)c2cccs2)cc1	0.3	4.9
CNC(=O)[C@H]1O[C@@H](n2cnc3c(NCc4cccc(I)c4)ncnc32)C(O)[C@H]1O (some centres not stated)	1.5	.
CC(C)(C)c1ccc(Oc2ncccc2NC(=O)c2ccco2)cc1	-4.5&-7.2	.
CC(NS(=O)(=O)c1ccccc1[N+](=O)[O-])c1ccccc1 (configuration not stated)	-3.0	1.7
Brc1ccccc1OCCCCN1CCCCC1	-4.1	-3.7
CN1C(=O)CC(C(=O)Nc2ccccc2F)SC1=Nc1ccc(Br)cc1 (configuration not stated)	1.3	3.0
CN1C(=O)c2cccnc2Sc2cc(NC(=O)c3c(F)cccc3F)ccc21	-1.7	15.9
Cc1c(C(=O)C=CN(C)C)sc2ccccc12	-6.6	.
CCCN(CCC)Cc1cc(=O)oc2ccccc12	1.6	-8.0
COc1cccc(NC(=O)C(C)Oc2ccc(Cl)cc2Cl)c1 (configuration not stated)	-4.2	-19.8
COc1ccc(C(=O)Nc2ccccc2-c2ccccc2NC(=O)c2ccc(OC)cc2)cc1	2.6	-0.2
CC(=O)Nc1ccc(S(=O)(=O)N2CCN(Cc3ccccc3C)CC2)cc1	9.5	7.4
CC1CC(=O)C2=C(C1)OC(N)=C(C#N)C2c1cc(Br)cs1 (configuration not stated)	-4.1	3.8
CC(C)c1ccc(N(CC(=O)N2CCN(c3ccc(F)cc3)CC2)S(C)(=O)=O)cc1	-11.3	25.2

Compound profiles, as listed above. Screens in order: Pf apPOL inh, mHTT-CaM PPI inh
Record of Brc1ccccc1OCCCCN1CCCCC1 → -4.1, -3.7
Record of CNC(=O)[C@H]1O[C@@H](n2cnc3c(NCc4cccc(I)c4)ncnc32)C(O)[C@H]1O (some centres not stated) → 1.5, .
Record of CC(C)c1ccc(N(CC(=O)N2CCN(c3ccc(F)cc3)CC2)S(C)(=O)=O)cc1 → -11.3, 25.2
Record of CC(=O)Nc1ccc(S(=O)(=O)N2CCN(Cc3ccccc3C)CC2)cc1 → 9.5, 7.4

New compounds follow.
Structure	Pf apPOL inh	mHTT-CaM PPI inh
O=C(CC1CCCC1)N1CCC2(C1)NCc1ccccc1NC2=NC1CCCC1 (configuration not stated)	-1.2	11.4
O=C(NCCC1CCN(C(=O)c2ccccc2)CC1)c1c(F)cccc1F	-4.1	41.7
O=C1CCN(Cc2ccc(O)cc2)CCN1[C@H](CO)c1ccccc1	-3.7	-3.1
O=C1OC(c2ccccc2Br)=N/C1=C\c1cccnc1	2.7	-4.0
CNC(=O)C(=O)NCC1(c2ccccc2)CCCC1	-6.0	-4.0
CCC[C@H]1[C@H](N)CC[C@@]23CCCN2C(=O)CCC[C@@H]13	-4.6	-12.4
CC1CCCC(C)N1CCNC(=O)c1ccc2c(c1)NC(=O)C(N1CCCCC1)S2 (configuration not stated)	-20.4	2.0
CCOC(=NC(=NS(C)(=O)=O)c1ccccc1)SC	-14.6	-4.0
O=C(Nc1ccc(O)c2c(=O)cc(-c3ccccc3Cl)oc12)c1ccc(Cl)c(Cl)c1	0.4	7.4
O=C(NC1CC(O)C(CO)C1)c1cnc2ccccc2n1 (configuration not stated)	-0.6	-4.7
FC(F)(F)c1ccc(Oc2ccc(-c3noc(-c4ccc(Cl)cc4)n3)cc2)nc1	-2.2&-10.0	.
COc1ccc(C2C(C(=O)Nc3cc(OC)ccc3OC)c3ccccc3C(=O)N2C)cc1 (configuration not stated)	0.1	24.0
COc1cc(OC)cc(C(=O)N2CCN(c3ccc(Cl)cc3)C(=O)C2C)c1 (configuration not stated)	-1.7	-4.9
CCN(CC)CCC(c1ccc(N(C)C)cc1)c1c(O)cc(OC)cc1OC (configuration not stated)	-5.9	69.6*
CCCn1ncc(N2CCC(C(=O)NCc3ccc(F)cc3)CC2)cc1=O	0.1	-7.9
